Screening results: PubChem BioAssay, National Center for Advancing Translational Sciences (NCATS)
pAkt inh – Akt phosphorylation inhibition; AID 651550; hit rate 0.32% among 360,000; activity change, % for hits at 50 µM; Neuro2A IGF-stimulated pAkt S473 HTRF, 20 min; hits give low values; in the data active = activity change below about -80%; inconclusive = mostly about -51% to -80%; note: % is set by controls: 0 for no effect and ±100 for the full control effect
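Single-point screen (50 µM final compound) in Neuro2A cells stimulated 20 min with 6 nM IGF at 37 deg C. After lysis, Ser473-phosphorylated Akt read by HTRF (ex 330 nm, em 615/665 nm) as the 665/615 ratio.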
CCT modulator – changes cytosolic chaperonin activity; purified chaperonin ATPase assay, HTRF ADP detection, 30 min; activity change, % (test concentration not listed), hits read low; hit rate 0.3% among 360,000; AID 651819; in the data active = activity change below about -30%; note: % is set by controls: 0 for no effect and ±100 for the full control effect
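TRiC (40 or 20 nM final, by batch activity) in 30 mM Tris pH 7.4, 100 mM KCl, 5 mM MgCl2, 1 mM DTT was treated with compound at 76 uM single dose, then 10 uM ATP, 30 min at 37 °C. ADP was read by HTRF Transcreener.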
Nrf2 inh – Nrf2 pathway inhibition. A549 ARE-Fluc reporter, luciferase luminescence, 18-24 h. Potency, µM (highest dose often 46 µM), for the others: at the highest dose activity change, negative = inhibition, actives largely listed as inhibitors. hit rate 2.1% among 360,000. AID 504444; note: potency is the fitted concentration of half-maximal effect; % is set by controls: 0 for no effect and ±100 for the full control effect; nearly all actives have a fitted effect of over 60% in size
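Nrf2 activity is the BugLite luminescence, read 15 min after reagent at room temperature, following CellTiter-Fluor cytotoxicity readout (30 min, 37C). Compound titrations were applied for 18-24 h to 5000 A549 ARE_Fluc cells/well in 5% FBS OPTI-MEM.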
HepG2 tox – HepG2 cytotoxicity, counter-screen for TGF-b inhibitors; HepG2 CAGA-GFP viability, ATP luminescence, 18 h; Potency, µM (highest dose often 46.1 µM), for the others: at the highest dose activity change, negative = cytotoxicity, most hits filed as cytotoxic; hit rate 0.76% among 410,000; note: potency is the fitted concentration of half-maximal effect; some results filed as inactive show a strong effect at the top dose
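CellTiter-Glo luminescence gave cytotoxicity after 18 hours at 37 degrees C. The cells were HepG2 CAGA-GFP in 1% FBS DMEM, stimulated with 500 pg/mL TGF-beta after compound addition. %Activity was normalised to no-cell wells (complete cell-killing) and DMSO (no toxicity), and curves were fitted and classified.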
MmCpn inh – M. maripaludis TRiC chaperonin inhibition | purified Mm-Cpn ATPase, ADP Transcreener TR-FRET | Potency, µM (top dose mostly 76.9 µM), for the others: at the top dose activity, negative = inhibition, hits mostly inhibitors | hit rate 0.031% among 330,000 | AID 504842; note: potency is the fitted concentration of half-maximal effect; % is set by controls: 0 for no effect and ±100 for the full control effect; nearly all actives have a fitted effect of over 80% in size
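ATP (10 uM final) was added to archaeal chaperonin (25 nM final) after 10 min exposure to test compound at 37°C; after 30 min further incubation, ADP was detected by competitive TR-FRET.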
Nrf2 ARE act – Nrf2 pathway activation; AREc32 ARE-luciferase reporter (MCF7-derived line), luminescence, 24 h; Potency, µM (top dose mostly 46.1 µM), for inactives: at the top dose activation, most hits filed as activators; hit rate 0.31% among 410,000; note: potency is the fitted concentration of half-maximal effect; % of control where 0% means no effect; nearly all actives have a fitted effect of over 65% in size
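For detection, Steady-Glo was added and plates sat 30 min at RT; before that, AREc32_Fluc cells grown overnight in OPTI-MEM/5% FBS had been treated with 23 nL compound for 24 hr at 37 deg C.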
Abeta rescue – A-beta toxicity reversal in yeast; yeast expressing A-beta42, growth rescue, OD600, 48 h; response scale: 0% DMSO, 100% iron-clioquinol control; Potency, µM (titrated, usually from 46.1 µM), without a hit: at the highest dose growth rescue, most hits filed as activators; hit rate 0.063% among 410,000; note: potency is the fitted concentration of half-maximal effect; nearly all actives have a fitted effect of over 55% in size
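Growth rescue measured by 600 nm absorbance after 48 h yeast culture at 30 C with compound. Values normalized between DMSO and an equimolar ferric chloride plus clioquinol control.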
TGFb inhibitor – blocks TGF-b signaling | HepG2 CAGA-GFP TGF-b/SMAD3 reporter, GFP fluorescence, 18 h; TGF-beta stimulated, 500 pg/mL final | Potency, µM (highest dose often 46.1 µM), inactives show at the top dose activity, negative = inhibition, hits mostly inhibitors | hit rate 1.2% among 410,000 | AID 588855; note: potency is the fitted concentration of half-maximal effect; % is set by controls: 0 for no effect and ±100 for the full control effect; nearly all actives have a fitted effect of over 65% in size
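Cell-based qHTS in HEPG2 carrying a CAGA-GFP Smad reporter; compounds added before 500 pg/mL final TGF-beta, 18 h incubation at 37 degrees C, GFP fluorescence quantified per cell by imaging cytometry.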
A549 tox – counter-screen for Nrf2 inhibitors: cytotoxicity in A549 cells; A549 ARE-Fluc cells, CellTiter-Fluor viability, 18-24 h; Potency, µM (titrated, usually from 46 µM), for inactives: at the highest dose activity change, negative = cytotoxicity, most hits filed as inhibitors; hit rate 0.16% among 390,000; note: potency is the fitted concentration of half-maximal effect; % is set by controls: 0 for no effect and ±100 for the full control effect
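Cytotoxicity counterscreen: CellTiter-Fluor fluorescence was measured in A549 ARE_Fluc cells after 18-24 h of compound exposure in a concentration series. The subsequent BugLite luminescent read reports ARE-luciferase activity.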
The depositor's hits bear a star; i = inactive; ? = inconclusive; nt = not tested or not shown; & = joins results of further samples; [ ] = another dose, or the depositor's remark. Unless noted, calls come from the whole dose curve; as a rule, active = well fitted curve in the direction sought with a large enough effect; inconclusive = small, poorly fitted or top-dose-only effect, or another doubt; inactive = no such curve, though single readings can be large; an effect the other way counts as inactive or inconclusive.

SMILES	pAkt inh	CCT modulator	Nrf2 inh	HepG2 tox	MmCpn inh	Nrf2 ARE act	Abeta rescue	TGFb inhibitor	A549 tox
Nc1ccc(S(=O)(=O)N2CC3CC(C2)c2cccc(=O)n2C3)cc1 (configuration not stated)	i	0.7	0%	0%	1%	-0.5%	1%	8%	1%
c1ccc(C2OCCN3CCCCC23)cc1 (configuration not stated)	i	0.8	?	25%	-1%	0.1%	-12%	17%	0%
Cc1cccc(N=C2c3cc([N+](=O)[O-])ccc3-c3c2cc([N+](=O)[O-])cc3[N+](=O)[O-])c1	i	1.1	-18%	-16%	nt	?	-28%	-6%	?
Cc1nn(Cc2ccccc2)c(C)c1C=C1C(=O)NC(=O)NC1=O	i	-1.8	3%	-9%	0%	1.1%	-1%	11%	0%
CSc1ccc(C(=O)C2CCCN(C)C2)cc1 (configuration not stated)	i	-2.3	20%	2%	-1%	0.1%	7%	4%	5%
CNC(=O)Oc1ccc(-c2cn3cc(Cl)ccc3n2)cc1	i	-2.0	?	-26%	-3%	-0.9%	-1%	-19%	-7%
O=C1CN=C(c2cc([N+](=O)[O-])ccc2Cl)c2cc([N+](=O)[O-])ccc2N1	i	3.0	13%	-56%	nt	1.8%	?	0%	2%
COc1cc(C2(C#N)CCN(C)CC2)cc(OC)c1OC	i	-1.4	-6%	1%	nt	-0.8%	-15%	2%	-12%
CCOC(=O)[C@]12Cc3cc(C)ccc3[C@H]1N(C1CCCCC1)C(=O)c1ccccc12	i	0.4	nt	nt	nt	-3.9%	-92%[inhibitor]	nt	nt
CSc1ncc(Cl)c(C(=O)O)n1	i	-1.4	9%	16%	?	0.1%	5%	?	-6%
Cc1cc(C(=O)OCC(=O)Nc2ccc(F)cc2F)c(C)n1C1CC1	i	-1.1	24%	-3%	2%	-0.5%	-10%	-2%	2%
Cc1nn(Cc2ccccc2)c(C)c1C(=O)NCc1ccccc1F	i	-1.0	4%	0%	-3%	0.3%	-9%	1%	0%
O=C(O)c1ccc(N=Cc2c(O)[nH]c(=O)[nH]c2=O)cc1	i	0.4	1%	-2%	-2%	-0.6%	3%	-6%	0%
COc1ccc(OC(=O)N(C)C[C@@H]2OCc3cnnn3CCCC(=O)N([C@@H](C)CO)C[C@H]2C)cc1	i	1.2	nt	7%	nt	0.1%	1%	6%	nt
O=C(COc1ccccc1Cl)N1CCN(CCc2ccncc2)CC1	nt	nt	-6%	-90%	nt	2.6%	-17%	-6%	0%
CCOP(=O)(OCC)/C(C#N)=C/c1ccoc1	i	1.9	1%	4%	-3%	-0.6%	4%	4%	1%
Cc1ccc(C(=O)Nc2ccccc2)cc1S(=O)(=O)N1CCCC1	nt	nt	nt	-25%	nt	0.5%	-2%	0%	-1%
CCN(CC)CCOC(=O)c1cc2cc(COC)ccc2o1	i	1.3	nt	6%	-1%	0.1%	21%	5%	-2%
CCCCNC(=O)c1c(N)n(CCCOC)c2nc3ccccc3nc12	i	-1.3	?	-13%	-2%	2.0%	1%	-15%	1%
COc1ccc(NC(=O)N2CCC3(CC2)OCCO3)c(OC)c1	i	-1.6	0%	0%	5%	-2.3%	-9%	-8%	-4%
N#Cc1cc2c(nc1SCC(=O)Nc1ccc(F)c(Cl)c1)C1CCN2CC1	nt	nt	19%	-3%	nt	0.6%	2%	0%	-10%
CN(C)P(=O)(C(Cl)=C(N1CCCCC1)N1CCCCC1)N(C)C	i	-1.3	?	-43%	0%	19%	14%	?	-3%
COc1cccc(CC(=O)N(C)C2CCCN(Cc3ccccc3F)C2)c1 (configuration not stated)	i	-2.7	-38%	-9%	3%	-0.3%	16%	24%	-12%
CC(=O)OC1CC(OC2C(O)CC(OC3C(O)CC(OC4CCC5(C)C(CCC6C5CC(O)C5(C)C(C7=CC(=O)OC7)CCC65O)C4)OC3C)OC2C)OC(C)C1OC1OC(CO)C(O)C(O)C1O (configuration not stated)	i	-1.5	0.13µM*	-47%&-54%	nt	-3.4%	-20%	1.4µM*	?
C#CCN1CCN(c2ccc(F)cc2)CC1	i	-0.1	3%	1%	0%	-0.4%	-3%	0%	1%
CCOC(=O)c1ccc(N2C(=O)CC(N3CCC(C#N)(c4ccccc4)CC3)C2=O)cc1 (configuration not stated)	i	0.6	1%	-3%	1%	0.1%	-25%	2%	0%
C[N+]12CCC(CC1)C(OC(=O)C(O)(c1ccccc1)c1ccccc1)C2 (configuration not stated)	i	0.2	?	-11%	2%	0.3%	-9%	2%	-1%
COc1ccc(NC(=O)C2C3CCC(O3)C2C(=O)O)c(OC)c1 (configuration not stated)	i	1.7	-4%	-10%	1%	2.0%	-6%	-12%	6%
O=C(Oc1ccnc2cc(Cl)ccc12)N1CCOCC1	nt	-13	?	-7%	-8%	6.1%	20%	-11%	-7%
Nc1c(C(=O)NCc2ccco2)c2nc3ccccc3nc2n1CCN1CCOCC1	i	2.5	?	-26%	-1%	?	8%	-15%	1%

A different layout for part of the listing above:
Screens in order – pAkt inh | CCT modulator | Nrf2 inh | HepG2 tox | MmCpn inh | Nrf2 ARE act | Abeta rescue | TGFb inhibitor | A549 tox
COc1cc(C2(C#N)CCN(C)CC2)cc(OC)c1OC
→ i | -1.4 | -6% | 1% | nt | -0.8% | -15% | 2% | -12%
Cc1ccc(C(=O)Nc2ccccc2)cc1S(=O)(=O)N1CCCC1
→ nt | nt | nt | -25% | nt | 0.5% | -2% | 0% | -1%
COc1cccc(CC(=O)N(C)C2CCCN(Cc3ccccc3F)C2)c1 (configuration not stated)
→ i | -2.7 | -38% | -9% | 3% | -0.3% | 16% | 24% | -12%

Following part:
SMILES	pAkt inh	CCT modulator	Nrf2 inh	HepG2 tox	MmCpn inh	Nrf2 ARE act	Abeta rescue	TGFb inhibitor	A549 tox
Cc1cc(C=C2C(=O)NC(=O)NC2=O)c(C)n1-c1ccc2c(c1)OCO2	i	3.9	7%	-8%	0%	5.1%	0%	-2%	-8%
Cc1ncoc1C(=O)NCC1=C(c2ccc(S(C)(=O)=O)cc2)C[C@@H]2CC[C@H]1N2CCOc1ccccc1	i	0.1	nt	-3%	nt	-0.3%	1%	8%	nt
CSC(=Nc1ccccc1)c1c(O)n(C)c(=O)n(C)c1=O	i	-3.4	?	-22%	-4%	0.6%	-48%[inhibitor]	0%	-9%[1.84 µM]
C=CCNc1nnc(Sc2ncccc2[N+](=O)[O-])s1	i	-0.5	-26%	-33%	-1%	?	0%	-27%	-6%
CCn1cc(CN2CCCC(C(=O)c3sccc3C)C2)cn1 (configuration not stated)	i	-5.7	?	10%	3%	-0.8%	3%	3%	-4%
O=c1cc(-c2ccc(O)c(O)c2)oc2c(C3O[C@H](CO)[C@@H](O)[C@H](O)[C@H]3O)c(O)cc(O)c12 (some centres not stated)	i	-0.7	0%	-4%	-6%	-0.8%	7%	-20%	?
CC(=NCCN1CCOCC1)c1c(O)n(Cc2ccccc2)c(=O)[nH]c1=O	i	-0.7	-8%	-12%	-2%	-0.7%	10%	23%	0%
CCCCNC(=O)NC(C(N)=O)P(=O)(OCC)OCC (configuration not stated)	i	0.4	9%	-3%	0%	0.0%	-10%	-3%	-5%
C/C(=N\Nc1ccccc1)c1c(O)n(C)c(=O)n(C)c1=O	i	-3.5	14%	1%	-1%	-0.1%	2%	-12%	9%
COC(=O)C1=C(c2ccc(F)cc2OCc2ccccc2)C[C@@H]2CC[C@H]1N2C(=O)NCc1ccc(C(F)(F)F)cc1	i	-0.9	18µM*	-32%	1%	4.7%	9%	-17%	-9%
COC(=O)C1=C(c2cccc(OCc3ccccc3)c2)C[C@@H]2CC[C@H]1N2C(=O)NCc1ccc(OC)c(OC)c1	i	2.2	?	3%	1%	2.2%	0%	2%	-3%
CN1CCN(c2c(N)c(=O)oc3ccccc23)CC1	i	1.5	3%	-2%	0%	-0.2%	-15%	2%	5%
CCC(C)N1Cc2ccccc2C1=N (configuration not stated)	i	-1.3	-10%	17%	-1%	-0.9%	6%	1%	2%
CCN(CC)CCN1Cc2ccccc2C1=N	i	-4.7	23%	-5%	-1%	-0.7%	10%	23%	-2%
O=C1NC(=O)N(c2cccc(Br)c2)C(=O)/C1=C/c1ccsc1	i	-0.3	8%	3%	-1%	15%	8%	28%	-10%
C=Cc1ccc(Cn2c(C(=O)O)c(C=O)c3ccccc32)cc1	i	0.4	-4%	-10%	0%	-0.8%	-14%	-11%	1%
N#Cc1cc2c(nc1SCC(=O)Nc1cc(Cl)cc(Cl)c1)C1CCN2CC1	i	2.4	-18%	4%	-8%	0.2%	8%	8%	-12%
C#C[C@]1(O)CCC2C3C(=O)C=C4C=CCC[C@]4(C)C3CC[C@@]21C (some centres not stated)	i	-1.5	-5%	-37%	nt	-0.2%	-33%[inhibitor]	-6%	10%
CCC1CN1P(=O)(Oc1ccc(Cl)cc1)N1CC1CC (configuration not stated)	i	-2.1	1%	3%	nt	-0.1%	4%	-20%	-6%
CCOC(=O)c1cc(-c2ccccc2)n(CCCC(=O)Nc2ccc(C)c(C)c2)c1C	nt	nt	nt	-24%	nt	0.0%	-8%	?	-11%
O=C(CSc1ccc(Cl)cc1)NC1=NN(c2ccccc2)C(=O)C1	i	-4.8	10%	-8%	0%	-0.6%	9%	?	-2%
CC(=NCCCn1ccnc1)c1c(O)n(-c2ccccc2)c(=O)[nH]c1=O	i	0.7	-7%	15%	-1%	-0.1%	-22%	34%[activator]	0%
O=C1CN(O)C(c2ccccc2)=c2cc(Br)ccc2=N1	i	-7.7	-1%	8%	-5%	0.5%	6%	4%	-8%

This is a subset; count on the stated rates, not on these rows.
